Source: PubChem BioAssay (National Center for Advancing Translational Sciences (NCATS))
TGFb SMAD3 inh – blocks TGF-b signaling; HepG2 CAGA-GFP TGF-b/SMAD3 reporter, GFP fluorescence, 18 h; TGF-beta stimulated, 500 pg/mL final; Potency, µM (highest dose often 46.1 µM), inactives show at the highest dose activity, negative = inhibition, most hits filed as inhibitors; 410,000 tested, 1.2% active; further: potency means the concentration at half of the fitted maximal effect; on the % scale 0 is the no-effect control and ±100 the full control effect; nearly all actives have a fitted effect of over 65% in size
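First, reporter cells (HEPG2 CAGA-GFP) rested 2 h at 37 degrees C. Next, compounds were pinned in and TGF-beta added to 500 pg/mL final. After 18 h, GFP was imaged per cell and summed per well.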
HepG2 tox – kills HepG2 cells in TGF-b inhibitor counter-screen. Potency, µM (highest dose often 46.1 µM), for the others: at the top dose activity change, negative = cytotoxicity, hits mostly cytotoxic. HepG2 CAGA-GFP viability, ATP luminescence, 18 h. 410,000 tested, 0.76% active; further: potency means the concentration at half of the fitted maximal effect; some results filed as inactive show a strong effect at the top dose
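CellTiter-Glo luminescence gave cytotoxicity after 18 hours at 37 degrees C. The cells were HepG2 CAGA-GFP in 1% FBS DMEM, stimulated with 500 pg/mL TGF-beta after compound addition. %Activity was normalised to no-cell wells (complete cell-killing) and DMSO (no toxicity), and curves were fitted and classified.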
Nrf2 block – inhibitors of Nrf2 signaling | A549 ARE-Fluc reporter, luciferase luminescence, 18-24 h | AID 504444 | Potency, µM (series often up to 46 µM), for the others: at the top dose activity change, negative = inhibition, usual class: inhibitors | 360,000 tested, 2.1% active; further: potency means the concentration at half of the fitted maximal effect; on the % scale 0 is the no-effect control and ±100 the full control effect; nearly all actives have a fitted effect of over 60% in size
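Quantitative HTS in A549 cells stably bearing an antioxidant response element-firefly luciferase construct. Inhibition of Nrf2-driven transcription was scored by luminescence after 18-24 h of compound exposure at 37 °C.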
S2 tox – cell viability loss in ATXN counter-screen | 400,000 tested, 0.49% active | Potency, µM (top dose mostly 56.7 µM), usual class: cytotoxic | S2 cells (HEK-293 line with an ATXN2-luciferase reporter) viability, CellTiter-Fluor protease fluorescence, 24 h | AID 651635; further: potency means the concentration at half of the fitted maximal effect; nearly all actives have a fitted effect of over 40% in size
ATXN2 expr inh – ATXN2 expression inhibition | HEK-293 ATXN2-luciferase reporter, luminescence, 24 h | Potency, µM (titrated, usually from 57 µM), inactives show top-dose activity change, negative = inhibition, actives largely listed as inhibitors | 360,000 tested, 0.72% active | AID 1745845; further: potency means the concentration at half of the fitted maximal effect; on the % scale 0 is the no-effect control and ±100 the full control effect; nearly all actives have a fitted effect of over 55% in size
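qHTS (up to 57 uM final) was run with 24 h compound exposure of reporter cells at 37 °C. Each well was multiplexed: SteadyGlo luminescence measured ATXN2-luciferase expression after a fluorogenic Gly-Phe-AFC viability readout (25 uM final).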
IL2 activator – activates IL-2 in a cell-based reporter assay; IL-2 activation reporter assay, cell-based qHTS; stimulated with anti-CD3/CD4/CD28 beads; in transgenic mouse T cells; activation, % (series mostly up to about 46 µM); 360,000 tested, 0.065% active; in the data active means activation above about 50%; inconclusive means mostly about 30% to 49%; further: 0% is about no effect
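Readout is EGFP and DsRed signal by fluorescent plate cytometry after 18 h at 37 degrees C. Transgenic mouse T cells (750/well) received compound for 60 min before bead stimulation (anti-CD3, anti-CD4, anti-CD28); memory T cells served as non-tolerant control.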
A549 viability – counter-screen for Nrf2 inhibitors: cytotoxicity in A549 cells | A549 ARE-Fluc cells, CellTiter-Fluor viability, 18-24 h | Potency, µM (titrated, usually from 46 µM), for the others: at the top dose activity change, negative = cytotoxicity, usual class: inhibitors | 390,000 tested, 0.16% active | AID 504648; further: potency means the concentration at half of the fitted maximal effect; on the % scale 0 is the no-effect control and ±100 the full control effect
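A549 ARE_Fluc cells in 5% FBS OPTI-MEM were exposed to compounds in concentration-response for 18-24 h at 37 deg C. Viability was read by CellTiter-Fluor fluorescence (Ex 405/Em 525) after 30 min, before the luciferase read.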
EPAC2 ag – EPAC2 (human) agonism; 360,000 tested, 0.079% active; EPAC2 activation, biochemical qHTS; response scale: 100% = 6.5 mM cAMP response; Potency, µM (doses to about 154 µM), without a hit: top-dose activation, most hits filed as activators; further: potency means the concentration at half of the fitted maximal effect; nearly all actives have a fitted effect of over 50% in size
Target sequence (Q8WZA2 whole entry, looked up): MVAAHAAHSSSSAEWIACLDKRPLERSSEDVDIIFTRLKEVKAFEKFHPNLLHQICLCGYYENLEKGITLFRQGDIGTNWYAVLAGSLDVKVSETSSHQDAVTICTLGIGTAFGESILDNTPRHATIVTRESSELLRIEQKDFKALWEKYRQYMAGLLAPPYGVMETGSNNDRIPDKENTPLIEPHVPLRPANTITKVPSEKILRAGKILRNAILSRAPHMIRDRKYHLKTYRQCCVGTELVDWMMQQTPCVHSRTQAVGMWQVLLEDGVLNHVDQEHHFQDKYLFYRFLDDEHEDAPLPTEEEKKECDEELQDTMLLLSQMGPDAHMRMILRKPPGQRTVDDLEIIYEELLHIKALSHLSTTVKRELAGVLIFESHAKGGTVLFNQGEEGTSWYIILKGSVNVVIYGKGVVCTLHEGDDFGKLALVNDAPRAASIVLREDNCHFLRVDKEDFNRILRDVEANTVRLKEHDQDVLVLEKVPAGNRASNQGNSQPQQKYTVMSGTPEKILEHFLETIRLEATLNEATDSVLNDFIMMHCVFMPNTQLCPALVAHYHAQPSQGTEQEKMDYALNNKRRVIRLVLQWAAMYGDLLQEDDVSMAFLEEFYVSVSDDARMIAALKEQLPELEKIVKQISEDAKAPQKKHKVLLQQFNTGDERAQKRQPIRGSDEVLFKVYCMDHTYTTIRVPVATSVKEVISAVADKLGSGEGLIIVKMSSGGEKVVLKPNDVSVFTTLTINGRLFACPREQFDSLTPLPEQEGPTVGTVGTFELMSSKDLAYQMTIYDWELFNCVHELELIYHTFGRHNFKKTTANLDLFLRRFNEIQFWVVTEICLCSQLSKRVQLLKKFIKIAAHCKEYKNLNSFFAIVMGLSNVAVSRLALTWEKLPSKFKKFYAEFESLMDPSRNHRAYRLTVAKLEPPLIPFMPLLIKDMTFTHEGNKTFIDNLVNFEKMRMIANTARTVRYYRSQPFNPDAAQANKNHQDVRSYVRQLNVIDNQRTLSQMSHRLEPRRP
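Setup: EPAC2 100 nM, labeled Rap1B complex 250 nM, free GDP 50 uM. Compound titrations pinned in, brief spin, 5 min room temperature incubation. Kinetic fluorescence read over 30 min, normalized to 6.5 mM cAMP.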
Nrf2 ARE act – activates Nrf2 signaling | AREc32 ARE-luciferase reporter (MCF7-derived line), luminescence, 24 h | AID 624171 | Potency, µM (titrated, usually from 46.1 µM), inactives show at the top dose activation, hits mostly activators | 410,000 tested, 0.31% active; further: potency means the concentration at half of the fitted maximal effect; % of control where 0% means no effect; nearly all actives have a fitted effect of over 65% in size
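AREc32_Fluc, 1000 cells/well, OPTI-MEM + 5% FBS, o/n 37 deg C 5% CO2; 23 nL cpd by pin tool, 24 hr; Steady-Glo 30 min RT, luminescence.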
An asterisk follows results filed as active; i = inactive; ? = inconclusive; · = no result given; [ ] = dose if it differs, or a comment. Unless noted, the call rests on the fitted dose curve; in most records, active means well fitted curve in the direction sought with a large enough effect; inconclusive means small, poorly fitted or top-dose-only effect, or another doubt; inactive means no such curve, though single readings can be large; an effect the other way counts as inactive or inconclusive.

SMILES	TGFb SMAD3 inh	HepG2 tox	Nrf2 block	S2 tox	ATXN2 expr inh	IL2 activator	A549 viability	EPAC2 ag	Nrf2 ARE act
CC1CCCCN1S(=O)(=O)c1ccccc1[N+](=O)[O-] (configuration not stated)	-1%	6%	-15%	i	-5%	-3.1	-3%	8%	-0.3%
CCOC(=O)/C(C#N)=C/Nc1cc(F)ccc1C	1%	6%	-16%	i	-7%	-0.4	4%	7%	0.2%
COc1ccc(NC(=O)Nc2ccc(OC)c(OC)c2)c([N+](=O)[O-])c1	21%	13%	9%	i	-11%	0.3	-13%	-1%	-0.5%
CCOc1ccc(-c2nnc3sc(-c4ccccc4OC)nn23)cc1	-6%	1%	5%	i	-11%	-1.2	3%	2%	-0.8%
O=C(O)CCn1cc(/C=C2\SC(=S)NC2=O)c(-c2ccccc2)n1	7%	12%	-13%	?	-1%	0.0	?	3%	-0.3%
CCCCSc1nnc([C@@H]2CCCN2C(=O)OC(C)(C)C)o1	?	-4%	·	i	-3%	-2.8	3%	2%	-0.7%
Cc1nc2c(OCCOc3ccccc3)cccn2c1N(C)C(=O)CCC1CCCC1	?	-16%	·	?	?	-1.0	·	16%	2.5%
O=C(O)CCC(=O)Nc1ccc(OCC(=O)O)cc1	9%	4%	-20%	i	0%	8.4	5%	6%	-0.4%
COC(=O)[C@@]1(Cc2ccc(OC)cc2)[C@H]2c3cc(C(=O)N4CCCC4)n(Cc4ccc(OC(F)(F)F)cc4)c3C[C@H]2CN1C(=O)c1ccccc1	·	·	·	?	0%	-0.7	·	-12%	4.1%
COc1ccc(CCN=C(N)NS(=O)(=O)c2ccc(C)cc2)cc1	-15%	-20%	?	i	-3%	0.4	9%	9%	0.2%[9.22 µM]
O=C(CCc1nc2ccccc2[nH]1)Nc1ccccc1	?	2%	-10%	i	28%	3.3	1%	-10%	0.0%
C=CCOc1ccc(C(=O)CC)cc1OC	0%	9%	1%	i	16%	-0.1	-1%	5%	0.2%
C[C@H](CO)N1C[C@H](C)[C@@H](CN(C)S(=O)(=O)c2ccc3ccccc3c2)OCc2cn(nn2)CCCC1=O	4%	-11%	·	i	-16%	-2.5	·	1%	0.6%
CCOC(=O)c1c(C)[nH]c(C(=O)NCCc2ccc(OC)c(OC)c2)c1C	1%	-37%	-10%	i	-21%	-0.5	-16%	3%	3.2%
Cc1cccn2c(=O)c(C(=O)NCc3cccc(F)c3)cnc12	-5%	-13%	·	i	-4%	·	4%	·	-0.7%
O=C(Cn1c(-c2ccccc2)noc1=O)Nc1ccc(N2CCCCCC2)cc1	3%	1%	·	i	6%	-4.3	-17%	6%	-0.8%
O=C1c2ccccc2NC2CCCCC12 (configuration not stated)	4%	-39%	-17%	i	-1%	-3.1	-2%	3%	0.0%
Cc1ccc(C(=O)CC2(O)C(=O)Nc3ccccc32)s1 (configuration not stated)	-3%	-7%	22%	·	·	-0.6	3%	9%	0.3%
CC(=O)Nc1ccc(C(=O)NC(C)c2ccc(-n3ccnc3)cc2)cc1 (configuration not stated)	2%	6%	10%	i	2%	-2.3	-4%	4%	-0.2%
COc1ccc(-c2cc3ccccc3oc2=O)cc1NC(=O)c1cccnc1	10%	-46%	?	i	0%	-0.3	0%	15%	8.7%
Cc1cc(NC(=O)c2cccc(S(=O)(=O)N3CCOCC3)c2)c2ccccc2n1	-3%	-21%	?	i	-5%	-0.3	-16%	0%	3.5%
COc1ccc2cc(CCNC(=O)c3ccc(Br)o3)c(=O)[nH]c2c1	-1%	0%	-13%	i	-1%	-2.1	-7%	4%	3.8%
COC(=O)c1ccc(OC(=O)c2ccco2)cc1	-8%	-5%	-8%	i	1%	-0.2	-6%	2%	-1.6%
CCc1cccc2c(-c3ccccc3)nc(SCC(=O)Nc3ccc(OC)cc3)nc12	12%	-2%	5%	i	-11%	·	4%	·	0.4%
COc1cc(C2NC(=O)NC(C)=C2C(=O)OC(C)(C)C)ccc1OCC(=O)O (configuration not stated)	-6%	-14%	3%	i	-8%	-2.8	-14%	5%	-0.9%
O=C(O)c1ccc(C=NN2CCCCCC2)cc1	-19%	-23%	?	i	5%	-3.8	-1%	2%	-0.2%
CCn1nnc(NC(=O)c2cc3ccccc3o2)n1	-16%	0%	30%	i	22%	-0.4	0%	8%	-0.3%
O=S(=O)(Cc1ccccc1)NCCc1cccc(Cl)c1	1%	-9%	9%	i	-1%	-1.1	-1%	2%	0.1%
COC(=O)C(NC(=O)CC(C)C)(Nc1nc2c(s1)CCCC2)C(F)(F)F (configuration not stated)	-7%	-22%	-1%	i	10%	·	10%	·	10%
CCc1cc(=O)oc2c(C)c(OC(C)C(=O)NCC3CCC(C(=O)O)CC3)ccc12 (configuration not stated)	-10%	2%	-6%	i	-10%	-0.7	-4%	2%	-0.7%
COc1ccc(OC)c(N(CC(=O)NC2CCCCCC2)S(=O)(=O)c2ccc(C)cc2)c1	?	-13%	?	i	4%	-0.4	-7%	-3%	0.5%
CC(=O)N1CCc2cc(S(=O)(=O)CCC(=O)N3CCN(c4cc(C)ccc4C)CC3)ccc21	-1%	-1%	15µM*	i	4%	2.0	0%	6%	-0.1%
Clc1ccc(CSc2nnc(-c3ccncc3)o2)cc1	-11%	-19%	?	·	·	1.2	-3%	7%	0.7%
CC(C)(C)NC(=O)CC1C[C@H](C(=O)N2CCOCC2)[C@@]2(CCC3CCCC3)c3[nH]c4ccccc4c3CCN2C1=O (some centres not stated)	-25%	-56%	1%	i	4%	-0.1	-1%	10%	4.0%
Cc1csc2nc(-c3cccc(NC(=O)c4c(F)cccc4F)c3)cn12	9%	-40%	·	i	3%	·	0%	·	2.1%
CCc1cccc(NC(=O)CCNC(=O)Cn2ccc3ccccc3c2=O)c1	0%	-2%	3%	i	-13%	0.9	13%	7%	0.4%
COc1ccccc1OCCn1c(C(C)O)nc2ccccc21 (configuration not stated)	-14%	-7%	-1%	i	-6%	1.0	-4%	4%	-0.5%
O=C(c1cccs1)N1CCN(c2nc3ccccc3s2)CC1	-4%	2%	?	i	5%	-0.2	1%	5%	0.4%
COC(=O)c1ccc(NC(=O)c2cc(Cl)ccc2OC)cc1	10%	-5%	7%	i	-19%	0.5	-1%	-5%	0.9%
CN1CCCN(C(=O)c2cc(-c3ccc(Cl)c(Cl)c3Cl)nc3ccccc23)CC1	2%	-8%	-3%	i	·	0.3	2%	3%	-0.2%
CC(C)Cn1c(=O)c2ccccc2n2c(CCC(=O)NC(C)c3ccccc3)nnc12 (configuration not stated)	-2%	19%	0%	·	·	·	1%	·	-0.9%
O=C1/C(=C/c2cccnc2)SC(=S)N1CC1CCCO1 (configuration not stated)	-9%	-26%	-17%	i	-5%	-0.1	0%	-1%	5.0%
Cc1ccc(NC(=S)NCc2ccc3[nH]c4c(c3c2)CCCC4)cc1	?	-43%	?	i	3%	-2.7	-17%	10%	-0.3%
Cc1ccc2onc(CC(=O)Nc3cccc(C(F)(F)F)c3)c2c1	?	-14%	?	i	-21%	·	?	·	0.1%
COc1ccc(N(CC(=O)NC2CCCC2)C(=O)c2csnn2)cc1	-11%	-3%	2%	i	1%	-0.9	-9%	-4%	0.1%
COc1cc(CNCCSc2nnnn2C)ccc1OCc1ccc(C)cc1	-4%	-35%	18%	i	39%[activator]	·	-1%	·	8.5%
CC1CCN(c2ccc3nnc(CCC(=O)Nc4ccc(F)c(F)c4)n3n2)CC1	-9%	-5%	4%	?	·	-0.2	0%	4%	-0.8%
CCOc1ccc(NC(=O)NCc2cccnc2)cc1	-1%	2%	7%	i	2%	-3.5	10%	3%	-0.2%
O=S1(=O)C=C(SCc2ccccc2)Nc2ccccc21	1%	-16%	·	i	17%	-0.8	10%	-10%	2.0%
CC(C)c1onc(C(=O)N2CCC(C(N)=O)CC2)c1[N+](=O)[O-]	2%	0%	5%	i	-9%	-1.9	1%	11%	0.3%
The list goes on:
SMILES	TGFb SMAD3 inh	HepG2 tox	Nrf2 block	S2 tox	ATXN2 expr inh	IL2 activator	A549 viability	EPAC2 ag	Nrf2 ARE act
CCc1nnc(NC(=O)c2cc(=O)c3cc(C)c(C)cc3o2)s1	18%	0%	5%	i	8%	·	-1%	·	0.2%
CCC[C@@H](O)c1cc2cc(OC)c(OC)cc2c(=O)o1	-15%	3%	-1%	i	-9%	-0.1	1%	12%	0.0%
COc1ccc(Cn2c(=O)n(-c3ccc(C)cc3)c(=O)c3c2c2cc(C)ccc2n3C)cc1	-2%	-47%	10%	i	-8%	·	-4%	·	0.1%
CC(Cc1ccco1)NC(=O)c1ccc(C(F)(F)F)cc1 (configuration not stated)	-15%	3%	?	i	28%	0.1	0%	10%	0.1%
CCC(=O)Nc1ccc2nc(SCCOc3ccc(C)cc3)sc2c1	?	-12%	21%	i	-4%	·	1%	·	-1.3%
CCc1ccc(NC(=O)CN2C(=O)c3cccc4cccc2c34)cc1	1%	-3%	9%	i	6%	·	3%	·	0.0%
CC1CCCN(c2ncnc3c2cnn3-c2ccccc2)C1 (configuration not stated)	15%	-28%	?	i	?	-1.1	7%	6%	-1.8%
COc1ccc(NC(=O)Nc2c(C)noc2-c2ccccc2)cc1	3%	9%	-5%	i	·	-0.3	0%	2%	-1.2%

Part of the list above in order of formula weight, smallest number first.
SMILES	TGFb SMAD3 inh	HepG2 tox	Nrf2 block	S2 tox	ATXN2 expr inh	IL2 activator	A549 viability	EPAC2 ag	Nrf2 ARE act
CC1CCCCN1S(=O)(=O)c1ccccc1[N+](=O)[O-] (configuration not stated)	-1%	6%	-15%	i	-5%	-3.1	-3%	8%	-0.3%
CC(Cc1ccco1)NC(=O)c1ccc(C(F)(F)F)cc1 (configuration not stated)	-15%	3%	?	i	28%	0.1	0%	10%	0.1%
CCCCSc1nnc([C@@H]2CCCN2C(=O)OC(C)(C)C)o1	?	-4%	·	i	-3%	-2.8	3%	2%	-0.7%
